# Compound activity: PubChem BioAssay, National Center for Advancing Translational Sciences (NCATS)
# TSHR antag: human thyrotropin receptor antagonism; TSHR-expressing cells, TSH-stimulated cAMP HTRF, 2 h; stronger effect = lower value; activity change, negative = inhibition, % at 11.5 µM; 330,000 tested, 0.2% active;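 active = activity change below a set negative limit, meaning inhibition stronger than a set level, cut at about -70% in these data; inconclusive = activity change between two set negative limits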; also: % is scaled to controls: 0 for no effect and ±100 for the full control effect
#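 Cell-based HTRF cAMP assay; TSHR cells + compound, TSH EC80 (4nM final), 2 h, 37 deg C. Lysis with anti-cAMP cryptate and cAMP-d2, 30 min RT, read 665/620 nm.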
# Eya2 inh: inhibitors of human Eya2 phosphatase activity | O00167 | recombinant Eya2, OMFP fluorescence dephosphorylation (OMFP is methylfluorescein phosphate) | Potency, µM (highest dose often 76.9 µM), inactives show at the highest dose activity, negative = inhibition, hits mostly inhibitors | 330,000 tested, 0.006% active; also: potency is read from the fitted curve at half-maximal effect; % is scaled to controls: 0 for no effect and ±100 for the full control effect
# Target sequence (O00167 whole entry, looked up): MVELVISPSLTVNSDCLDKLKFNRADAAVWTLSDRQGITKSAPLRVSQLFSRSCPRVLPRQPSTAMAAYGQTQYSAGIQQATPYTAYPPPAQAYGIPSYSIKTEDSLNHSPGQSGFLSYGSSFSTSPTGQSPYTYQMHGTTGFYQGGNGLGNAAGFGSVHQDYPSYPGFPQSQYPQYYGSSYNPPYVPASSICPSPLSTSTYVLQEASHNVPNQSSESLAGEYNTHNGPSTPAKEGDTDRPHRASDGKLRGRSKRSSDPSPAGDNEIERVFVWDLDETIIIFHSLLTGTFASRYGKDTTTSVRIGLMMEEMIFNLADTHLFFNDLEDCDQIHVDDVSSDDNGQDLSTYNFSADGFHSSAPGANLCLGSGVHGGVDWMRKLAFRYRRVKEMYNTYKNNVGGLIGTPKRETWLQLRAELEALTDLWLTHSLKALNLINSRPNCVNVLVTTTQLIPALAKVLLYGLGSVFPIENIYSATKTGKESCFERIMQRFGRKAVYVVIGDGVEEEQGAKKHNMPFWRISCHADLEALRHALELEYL
#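 Eya2 (0.2 uM) preincubated 10 min at ambient with compound, then OMFP substrate added at 50 uM; 10 min reaction in 50 mM HEPES pH 7.5, 50 mM NaCl, 5 uM MgCl2, 0.05% BSA, 1 mM DTT. Fluorescence read at Ex 485/Em 525 nm.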
# KCNH2 3.1 inh: KCNH2 3.1 (human) potassium channel inhibition; U2OS KCNH2 3.1, thallium flux FluxOr; stronger effect = lower value; activity change, % (tested at about 1.8 µM); 340,000 tested, 0.95% active;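 active = maximum activity change below -70%; inconclusive = maximum activity change from -70% to -50%; inactive = maximum activity change above -50%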;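 also: thallium influx rate constant from kinetic fluorescence after stimulation buffer; % is scaled to controls: 0 for no effect and ±100 for the full control effect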
#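 Measured as rate of thallium-driven FluxOr signal in transduced U2OS cells carrying the 3.1 channel, read kinetically for 2 min upon stimulation; values are rate constants scaled to DMSO control wells.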
# KCNH2 WT inh: inhibitors of human wildtype KCNH2 potassium channel; 340,000 tested, 0.37% active; activity change, % at 1.84 µM; Q12809; AID 720551; U2OS, BacMam KCNH2, thallium flux FluxOr; stronger effect = lower value;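 active = maximum activity change below -70%; inconclusive = maximum activity change between -70% and -50%; inactive = maximum activity change above -50%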; also: % is scaled to controls: 0 for no effect and ±100 for the full control effect
#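 U2OS cells were transduced with wild-type KCNH2 virus (2.03 x 10^8 / mL) for 4 h at room temperature, then cultured overnight at 37 C. Thallium flux was read with FluxOr dye. Rate constants were normalized to DMSO controls.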
# USP2a inh: blocks human ubiquitin-specific protease USP2a | O75604 | USP2 core, Ub-CHOP2 coupled fluorogenic reporter, 485/531 | Potency, µM (titrated, usually from 38.3 µM), for the others: at the highest dose activity change, negative = inhibition, actives largely listed as inhibitors | 330,000 tested, 0.01% active | AID 463254;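 also: potency is read from the fitted curve at half-maximal effect; plate controls were DMSO wells for no effect and full inhibition by NEM control for full effect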
#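 Cell-free coupled assay: 10nM USP2 core preincubated 30min RT with compound in Tris-HCl pH 8.0/CaCl2/CHAPS buffer, then 25nM Ub-CHOP2 and 25nM reporter substrate; fluorescence (Ex 485/Em 531) read after 60min RT, normalized to NEM inhibition, concentration-response curves fitted.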
# TRPV1 ag: activates the human vanilloid receptor TRPV1; Q8NER1; TRPV1-expressing cells, Fluo-8 calcium influx, agonist mode; activation, % at 8.33 µM; 320,000 tested, 0.19% active; in the data active = activation above about 80%; inconclusive = between about 30% and that limit; also: 0% is about no effect
#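 Fluo-8 calcium influx in TRPV1-expressing cells, kinetic read (ex 480/em 520 nm). Compound added and read 3 min for agonist activity, followed by capsaicin at EC20 final and 2 min further read for enhancement.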
# TCR act: T cell receptor activation | primary human leukocytes, anti-CD3, IL-2 HTRF, 48 h | Potency, µM (titrated, usually from 9.22 µM), for inactives: at the highest dose activation of IL-2 secretion, most hits filed as activators | 330,000 tested, under 10 active; also: % of control where 0% means no effect
#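 1) Mix primary human leukocytes, a-CD3 beads and compound. 2) Incubate 48 hr. 3) Add HTRF IL-2 reagents (a-IL-2-K, a-IL-2-d2).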
# Mito fusion act: mitochondrial division inhibition or fusion activation; AID 485298; 320,000 tested, 0.23% active; Potency, µM (series often up to 46.1 µM), for the others: at the top dose growth rescue (activation), actives largely listed as activators; S. cerevisiae fusion-defective mutant growth rescue, CellTiterGlo 48 h;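 also: potency is read from the fitted curve at half-maximal effect; % of control where 0% means no effect; nearly all actives have a fitted effect of over 45% in size; temperature-sensitive fusion mutants such as fzo1-1 at 37 °C on non-fermentable ethanol glycerol medium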
#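 Read-out: ATP-based luminescence (CellTiterGlo, 10 min ambient) reporting growth of fusion-defective ts yeast after 48 hours at 37C on glycerol/ethanol YPEG medium in the presence of compound.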
# AT treatment: candidate therapy for ataxia-telangiectasia; […] A-T fibroblasts, KAP-1 phosphorylation AlphaLISA; neocarzinostatin DNA damage 30 min before lysis; AID 485349; Potency, µM (titrated, usually from 57.5 µM), for the others: top-dose activation, most hits filed as activators; 320,000 tested, 0.19% active; also: potency is read from the fitted curve at half-maximal effect; % of control where 0% means no effect; nearly all actives have a fitted effect of over 45% in size
#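 hTERT-immortalized A-T patient fibroblasts ([…]), 500 cells/well in OPTI-MEM, 1% FBS, got compounds for 60 min, then NCS for 30 min at 37C. Lysates were then assayed for phospho-KAP-1 by AlphaLISA (anti-pKAP1 donor, anti-KAP1 acceptor beads), 6 hr at 25C.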
# ELG1 DNA repair: inhibitors of ELG1-dependent DNA repair in HEK293T cells. HEK293T ELG1-luciferase reporter, luminescence, 16 h; DNA damage induced by 5-fluorouridine. Potency, µM (series often up to 46.1 µM), for the others: at the highest dose activity change, negative = inhibition, most hits filed as inhibitors. AID 504467. 330,000 tested, 2.3% active; also: potency is read from the fitted curve at half-maximal effect; % is scaled to controls: 0 for no effect and ±100 for the full control effect; nearly all actives have a fitted effect of over 55% in size
#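 DMSO vehicle served as the neutral condition. Each well held 2,000 cells given 5-fluorouridine plus compound; after 16 hr at 37 °C/5% CO2, ONE-Glo was added and luciferase measured 30 min later.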
# The depositor's hits bear a star; ? = inconclusive; / = no result given; [ ] = dose if it differs, or a comment. Unless noted, calls follow the shape of the dose curve; as a rule, active = well fitted curve in the direction sought with a large enough effect; inconclusive = small, poorly fitted or top-dose-only effect, or another doubt; inactive = no such curve, though single readings can be large; an effect the other way counts as inactive or inconclusive. Not all compounds are listed. The share of hits here may be higher or lower than overall.
SMILES,TSHR antag,Eya2 inh,KCNH2 3.1 inh,KCNH2 WT inh,USP2a inh,TRPV1 ag,TCR act,Mito fusion act,AT treatment,ELG1 DNA repair
COc1cc(=O)[nH]c(SC(C)C(=O)Nc2nc3c(s2)CCCC3)n1 (configuration not stated),6,5%,5,2,0%,0,-1%,0%,-7%,2%
CCCCn1c(N)c(N(C)C(=O)c2cc3c(s2)CCCCC3)c(=O)[nH]c1=O,7,0%,4,6,2%,2,-1%,1%,3%,24%
Cc1ccc(C(=O)c2c(NC(=O)c3ccncc3)sc3c2CCCC3)cc1,0,7%,-10,-1,-1%,?,0%,7%,-2%,?
CCOC(=O)C(CC(C)C)CP(=O)(O)CNC(=O)OCc1ccccc1 (configuration not stated),-10,14%,2,-5,0%,3,6%,2%,-6%,-4%
COc1ccc(C(=O)N2CCN(C)C(=O)[C@@H]2C)cc1OC1CCN(C(C)C)CC1,4,-12%,6,-3,0%,0,-5%,1%,1%,-4%
O=C(O)c1ccc(COc2ccc3c4c(c(=O)oc3c2)CCC4)o1,-3,20%,-1,-3,1%,-2,0%,0%,1%,9%
COc1cccc(/C=C2/SC(=O)N(CC(=O)N3CCc4ccccc4C3)C2=O)c1OCC(=O)O,-4,-5%,-9,2,2%,-4,6%,-4%,0%,-30%
CCN(CC)S(=O)(=O)c1ccc(OC)c(NC(=O)C(Cc2ccccc2)N2C(=O)c3ccccc3C2=O)c1 (configuration not stated),-6,0%,/,/,2%,0,-1%[46.1 µM],3%,3%,?
Cc1ccc2c(c1)N(CC(=O)N1CCCCC1)C(=O)CO2,3,-12%,-3,-19,-6%,0,1%,-2%,7%,13%
CCc1nnc(NC(=O)c2ccc(S(=O)(=O)N(CCOC)CCOC)cc2)s1,7,21%,16,8,0%,0,-3%,0%,2%,?
CCOc1ccc(NC(=O)COC(=O)c2n[nH]c3ccccc23)cc1,-6,0%,1,0,3%,/,-7%,/,-6%,?
Cn1c(SCC(=O)N2c3ccccc3CCc3ccccc32)nnc1-c1ccc(O)cc1,28,0%,3,-3,3%,5,-3%[46.1 µM],0%,8%,-2%
CCC(=O)Nc1cccc(NC(=O)c2cc3ccccc3o2)c1,-5,-3%,-6,-7,1%,18,4%,10%,11%,?
CCCCNC(=O)c1c(C)cc(=O)oc1C,3,8%,12,-1,-1%,1,-20%,-3%,-6%,3%
CCOC(=O)c1c(N)sc2c(OCC)c(Br)ccc12,-4,-5%,-12,3,3%,8,-4%[46.1 µM],?,5%,9%
CCCCNC(=O)c1c(O)c2cccc3c2n(c1=O)CCC3,1,3%,-4,-1,-2%,2,-4%,6%,7%,-2%
Cc1cc(N2CCCCC2)nc2ccc(NC(=O)c3ccc(Br)o3)cc12,2,0%,?,-3,0%,?,0%,22%,-4%,?
COc1ccc(NC(=O)Nc2cccc(Cl)c2Cl)c(OC)n1,-11,11%,-2,-3,2%,-3,-2%,0%,-9%,8%
Cc1cccc(S(=O)(=O)N2CCCc3ccccc32)c1,-3,-11%,-8,16,-4%,5,-6%,7%,?,-3%
C/C(=N\NC(=S)NCCc1ccccc1)c1ccc(O)cc1O,25,8%,-5,-5,3%,3,10%,22%,-6%,-28%
Cc1noc(NS(=O)(=O)c2ccc(NC(=O)c3ccc(N(C)C)cc3)cc2)c1C,-19,-17%,-3,-17,-9%,12,-9%,-4%,3%,?
O=C(c1noc2c1CCCC2)N1CCCCC1,-6,4%,0,-3,-3%,3,-3%,-2%,6%,?
O=C1NCCN(Cc2ccoc2)C1CC(=O)N(Cc1ccccc1)CC1CCC1 (configuration not stated),13,3%,7,-5,0%,6,-4%,1%,3%,3%
CC1CCN=C(N)S1 (configuration not stated),20,6%,17,-9,/,/,14%,25%,/,/
CCCC(O)(c1ccc(OC)cc1)C(CN1CCOCC1)c1ccccc1 (configuration not stated),-3,-4%,/,3,-4%,3,5%,-5%,21%,?
CCCNC(=O)c1onc(CSc2ccc(F)cc2)c1C(=O)NCCC,-6,-12%,-2,9,3%,?,1%,?,-32%,-2%
O=C(O)[C@H](Cc1ccccc1)N1Cc2ccccc2C1=O,18,17%,11,-6,-1%,0,0%,1%,2%,3%
O=C(C1CCCO1)N1CCN(C(=S)Nc2ccc(Cl)cc2)CC1 (configuration not stated),0,2%,3,-7,1%,0,-4%[46.1 µM],1%,4%,-4%
CCCCOc1cccc(-c2nnc(N)s2)c1,-1,-26%,-5,8,2%,-1,-3%,11%,-4%,?
Cc1cccc(-c2ncc(S(=O)(=O)C(C)(C)C)c(N)n2)c1,-9,5%,0,-1,1%,1,-6%,-1%,5%,?
OC(CNc1ccccc1)Cn1ccc2ccccc21 (configuration not stated),-13,0%,-1,6,-1%,0,2%,-1%,2%,-5%
CCOCC(=O)Nc1cc(C(=O)NCCc2ccccc2)ccc1Cl,18,-5%,-7,3,1%,20,-1%,8%,2%,?
C#CCn1c(=NC(=O)c2cccs2)sc2cccc(OC)c21,?,1%,-20,-1,-10%,16,-1%,-3%,7%,-9%
Cc1c(CCOC(=O)CC23CC4CC(CC(C4)C2)C3)sc[n+]1CC(=O)c1ccccc1,-2,-1%,6,-4,-5%,17,13%,-8%,-14%,-25%
COc1ccc(OC)c(N(CC(=O)Nc2ccc(NC(C)=O)cc2)S(C)(=O)=O)c1,-9,16%,4,7,1%,-2,0%,-3%,1%,?
COc1ccc(-c2ccc(-c3noc(-c4ccccc4C)n3)c(OC)n2)cc1,-11,-8%,/,-2,2%,2,-74%,-1%,10%,7%
CSc1nc2nccc(-c3ccc(-c4ccccc4)cc3)n2n1,-11,-31%,-7,-8,3%,7,-7%,5%,3%,?
COc1ccc(CCNC(=O)CSC2=Nc3ccccc3C3=NC(C(C)C)C(=O)N23)cc1OC (configuration not stated),-4,3%,8,-18,0%,-2,-1%,3%,3%,-2%
COc1ccc2nc(NC(=O)CS(=O)(=O)c3ccc(C)cc3)sc2c1,-30,-9%,1,17,-14%,-1,1%,-1%,9%,10%
O=C(COC(=O)/C=C/c1cccc(Br)c1)NC1CC1,3,-3%,-3,1,1%,7,-2%,-1%,-8%,9%
CSc1ccc(CNc2ccc(Cl)cc2)cc1,-6,-33%,-30,-5,0%,6,3%,2%,0%,?
Cn1c(=O)c(C(=O)NNC(=O)c2ccccc2F)c(O)c2ccccc21,2,7%,-6,-2,2%,11,-2%,-7%,-4%,-13%
COc1cccc(OC)c1C(=O)NC(=S)Nc1ccc2c(c1)C(=O)N(C)C2=O,0,-7%,-13,2,0%,-5,8%[46.1 µM],2%,-1%,10%
CN1CCN(c2ccccc2NC(=O)c2cccc(OCc3ccccc3)c2)CC1,-9,-1%,8,35,2%,24,-6%,-10%,-6%,21µM*

# Some entries already given with just ELG1 DNA repair and USP2a inh.
molecule,ELG1 DNA repair,USP2a inh
CSc1ccc(CNc2ccc(Cl)cc2)cc1,?,0%
COc1cccc(OC)c1C(=O)NC(=S)Nc1ccc2c(c1)C(=O)N(C)C2=O,10%,0%

# Given bar-delimited: part of the list above.
Compound | TSHR antag | Eya2 inh | KCNH2 3.1 inh | KCNH2 WT inh | USP2a inh | TRPV1 ag | TCR act | Mito fusion act | AT treatment | ELG1 DNA repair
COc1ccc(-c2ccc(-c3noc(-c4ccccc4C)n3)c(OC)n2)cc1 | -11 | -8% | / | -2 | 2% | 2 | -74% | -1% | 10% | 7%
CSc1nc2nccc(-c3ccc(-c4ccccc4)cc3)n2n1 | -11 | -31% | -7 | -8 | 3% | 7 | -7% | 5% | 3% | ?
COc1ccc(CCNC(=O)CSC2=Nc3ccccc3C3=NC(C(C)C)C(=O)N23)cc1OC (configuration not stated) | -4 | 3% | 8 | -18 | 0% | -2 | -1% | 3% | 3% | -2%
COc1ccc2nc(NC(=O)CS(=O)(=O)c3ccc(C)cc3)sc2c1 | -30 | -9% | 1 | 17 | -14% | -1 | 1% | -1% | 9% | 10%
O=C(COC(=O)/C=C/c1cccc(Br)c1)NC1CC1 | 3 | -3% | -3 | 1 | 1% | 7 | -2% | -1% | -8% | 9%
CSc1ccc(CNc2ccc(Cl)cc2)cc1 | -6 | -33% | -30 | -5 | 0% | 6 | 3% | 2% | 0% | ?
Cn1c(=O)c(C(=O)NNC(=O)c2ccccc2F)c(O)c2ccccc21 | 2 | 7% | -6 | -2 | 2% | 11 | -2% | -7% | -4% | -13%
COc1cccc(OC)c1C(=O)NC(=S)Nc1ccc2c(c1)C(=O)N(C)C2=O | 0 | -7% | -13 | 2 | 0% | -5 | 8%[46.1 µM] | 2% | -1% | 10%
CN1CCN(c2ccccc2NC(=O)c2cccc(OCc3ccccc3)c2)CC1 | -9 | -1% | 8 | 35 | 2% | 24 | -6% | -10% | -6% | 21µM*
